High-throughput results (PubChem)
sPLA2-III inh – Blocks human group III sPLA2 activity; QFRET BODIPY PC-A2 liposome hydrolysis, fluorescence; inhibition, % at 12.2 µM; 370,000 compounds, 0.56% hits; AID 743126;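 active = inhibition above mean plus 3 SD of compounds lying within the high and low control bounds, cut at about 19% in these data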;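 also: 0% = median of test compound wells and 100% = no enzyme DMSO wells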
ssDAF12 agonist – S. stercoralis DAF-12 activation, primary screen; HEK293 ssDAF-12/GRIP1 lit1-tk-luc reporter, luminescence; % of 3 µM dafachronic acid response; activation, % at 6.8 µM; 370,000 compounds, 1% hits; AID 652126;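 active = activation above the mean over all tested compounds plus 3 SD, cut at about 0.9% in these data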;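 also: 0% = DMSO-only wells and 100% = 3 µM delta7-dafachronic acid wells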
PG9 binder – small molecules binding HIV-1 gp120 antibody PG9; TR-FRET gp120-PG9 antibody binding; inhibition, % at 6.7 µM; 360,000 compounds, 0.43% hits; in the data active = inhibition above about 8.5%
NR1D1 modulator – Rev-erb alpha (human) modulation; Rev-erbα–FITC-DNA binding, fluorescence polarization, 90 min; activity, % at 10 µM; 370,000 compounds, 0.79% hits; AID 1259318;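 active = activity above about 14%, limit read from the data; passing the limit was not always enough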;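 also: 0% = DMSO wells with 35 nM protein and 100% = DMSO wells with 750 nM protein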
GAA850 FXN act – increases GAA850 frataxin promoter reporter activity | HEK293 lucGAA850 FXN promoter luciferase reporter, 24 h; percent of 10 µM SAHA response | activation, % at 6 µM | 360,000 compounds, 0.56% hits | AID 540364;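 active = activation above the average of all compounds screened plus 3 SD, cutoff fixed separately per campaign, cut at about 7.5% in these data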;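 also: 0% = DMSO wells and 100% = 10 µM SAHA wells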
hcDAF12 agonist – activates DAF-12 receptor from parasite H. contortus | HEK293 hcDAF-12 lit1-tk-luc reporter, luminescence; 0% DMSO, 100% Δ7-dafachronic acid | activation, % at 6.8 µM | 370,000 compounds, 1.4% hits | AID 652067;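 active = activation above the mean of all tested compounds plus 3 SD, cut at about 5.5% in these data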;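 also: 100% = response to 3 µM Δ7-dafachronic acid high control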
PLC-beta3 inh – blocks human PLC-beta3 enzyme activity | Q01970 | Purified PLC-beta3, fluorogenic substrate, fluorescence | inhibition, % at 12.2 µM | 370,000 compounds, 0.18% hits | AID 720704; in the data active = inhibition above about 11%;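 also: 0% = median of compound wells on plate and 100% = full blocker control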
DAX1 inh-1 – NR0B1 (DAX1) inhibition. P51843. HEK293 Gal4-DAX1 luciferase reporter, luminescence. inhibition, % at 6.75 µM. 340,000 compounds, 0.99% hits. AID 504766;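 active = inhibition above the mean over all tested compounds plus 3 SD, cut at about 4.2% in these data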;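 also: 0% = DAX1-transfected cells with DMSO and 100% = empty-vector control cells with DMSO; inhibition shows as a rise in luminescence from relieved DAX1 repression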
Target sequence (P51843 207-470 limits assumed): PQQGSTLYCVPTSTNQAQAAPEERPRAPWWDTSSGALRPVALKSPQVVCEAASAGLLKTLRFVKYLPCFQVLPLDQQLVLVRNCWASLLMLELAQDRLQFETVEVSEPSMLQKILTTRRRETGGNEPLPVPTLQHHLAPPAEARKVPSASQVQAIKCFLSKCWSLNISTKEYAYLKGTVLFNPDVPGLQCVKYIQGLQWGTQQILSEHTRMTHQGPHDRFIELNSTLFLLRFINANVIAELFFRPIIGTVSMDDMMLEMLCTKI
hgDAF-12 ag – hgDAF-12 agonism, primary luciferase screen; activation, % at 6.8 µM; 370,000 compounds, 1.8% hits; AID 687014; HEK293 GAL4-hgDAF12 UAS-luciferase reporter, agonist luminescence; normalized to butyrate control;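 active = activation above a cutoff set at the mean of all screened compounds plus 3 SD, cut at about 10% in these data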;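 also: 0% = DMSO wells and 100% = sodium butyrate wells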
SMARCA2 act – increases SMARCA2 function in MMTV reporter cells; MG213 cells, MMTV-luciferase reporter, dexamethasone, overnight; activation, % at 9.1 µM; 370,000 compounds, 1% hits; AID 652017; in the data active = activation above about 7.8%;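 also: 0% = vehicle wells and 100% = reference activator wells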
DAX1 inh-2 – blocks DAX1 repression of SF-1 activated StAR promoter. 370,000 compounds, 1.1% hits. AID 652010. HEK293T StAR-luciferase reporter, SF-1/DAX-1 repression relief. inhibition, % at 6.8 µM;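 active = inhibition above the mean over all tested compounds plus 3 SD, cut at about 3.6% in these data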;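 also: 0% = DAX-1 cells with DMSO and 100% = cells lacking DAX-1 with DMSO; higher inhibition means more luminescence from relief of DAX-1 repression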
Starred values were filed as active, the others as inactive; nt = no result given.

canonical_smiles	sPLA2-III inh	ssDAF12 agonist	PG9 binder	NR1D1 modulator	GAA850 FXN act	hcDAF12 agonist	PLC-beta3 inh	DAX1 inh-1	hgDAF-12 ag	SMARCA2 act	DAX1 inh-2
Cc1cccc(NC(=O)C[n+]2ccc(N(C)C)cc2)c1	14.6	-1.0	0.6	-2.2	0.3	-0.6	-5.6	0.5	-0.5	-2.7	-1.5
CS(=O)(=O)N1CCN(c2cccc(Cl)n2)CC1	-0.1	-1.6	-1.9	0.0	1.3	-1.0	3.4	-0.1	-0.9	2.1	-0.3
CCOc1ccc(CCNC(=O)COn2nnc3ccc(S(=O)(=O)N4CCOCC4)cc32)cc1OCC	-4.7	-1.0	-0.5	6.5	0.5	0.6	-1.4	-0.6	-3.3	-0.8	-4.0
COC(=O)CSc1n[nH]c(-c2cccnc2)n1	-5.4	-1.5	0.8	0.8	2.8	3.4	3.7	-0.9	1.8	-2.7	-0.2
Cc1ccc2[nH]c3nc(NN)nnc3c2c1	1.8	-0.7	0.3	-5.0	5.3	4.0	-6.6	-0.1	2.5	1.3	0.4
CN1CCN(S(=O)(=O)c2ccc(NC(=O)c3cccc(S(=O)(=O)N4CCCC4)c3)cc2)CC1	0.2	-1.6	-0.4	3.7	-1.8	-1.9	7.3	0.0	-2.2	-1.5	0.1
CCC(C)NCCOc1ccc(C)cc1[N+](=O)[O-] (stereo not drawn)	-3.7	-1.5	-0.4	4.1	-0.3	-0.4	6.1	0.5	-2.0	-3.3	-0.5
CCSCCOC(=O)C1=C(C)N(C)C(=O)NC1c1ccc2c(c1)OCO2 (stereo not drawn)	0.8	0.0	-2.1	-0.6	1.6	0.7	-8.7	-0.1	1.2	0.0	0.2
Cc1cc(S(=O)(=O)N2CCCCCC2)c(Cl)cc1Cl	1.7	-1.3	0.9	2.4	-0.4	-2.3	-1.2	-0.9	-1.2	-0.6	-0.2
O=C1CC(Cc2ccccc2)C(=O)N1c1ncccn1 (stereo not drawn)	3.6	-2.1	-0.5	10.9	0.9	-2.0	-8.7	0.2	-0.7	-0.6	0.3
O=C(O)c1cc(-c2cccnc2)nc2ccccc12	0.7	-0.7	0.6	1.7	2.5	0.8	-1.4	-1.3	0.1	-4.1	-0.4
COC(CNC(=O)c1cccc2c1C(=O)N(Cc1cccnc1)C2)OC	-5.0	-0.9	-1.4	-0.9	2.3	-1.6	-0.5	-0.4	0.8	0.6	-0.4
O=C(C(=Cc1ccc(O)cc1)c1ccccc1)c1ccccc1	-27.2	-0.1	-0.3	-1.5	nt	-1.1	1.1	nt	0.9	-4.4	-1.4
COc1ccc(N(CC(=O)N2CCCCCC2)S(=O)(=O)c2c(C)[nH]c(=O)[nH]c2=O)cc1	-1.8	-1.3	-0.9	1.2	-0.3	0.6	3.0	1.2	2.2	-2.2	0.6
Cc1ccc(C(=O)O/N=C/c2c(C)nn(C)c2Cl)cc1	-3.0	-1.1	-1.0	-5.4	2.7	-0.1	-7.8	-0.6	2.9	-2.7	0.1
O=C(N/N=C\C=C\c1ccco1)c1cc(-c2ccc3ccccc3c2)n[nH]1	0.2	0.8	-5.3	-5.7	4.5	4.4	-10.1	3.6	16.1*	4.2	3.0
O=C1NCC(Nc2ccccc2Cl)C(=O)N1 (stereo not drawn)	3.5	-0.7	0.2	-4.3	1.6	-1.3	0.3	-0.4	-1.9	-2.2	-0.8
CCCN(CCC)CCCNC(=O)c1ccc(CS(=O)(=O)c2c(Cl)cccc2Cl)o1	-13.1	-0.5	-2.2	2.1	-2.9	2.8	-0.8	-0.7	-2.0	1.2	0.2
CC(Sc1nnc(-c2cccnc2)n1N)C(=O)N1CCOCC1 (stereo not drawn)	-7.1	-1.3	-1.5	0.6	0.1	-1.5	-1.2	-1.7	0.6	1.9	1.0
CC(=O)Nc1ccc2c(c1)CCC2=O	4.4	-2.3	-0.5	5.3	-3.0	1.8	1.5	-1.2	2.6	-2.3	0.7

Full records, looked up by structure. Order of screens: sPLA2-III inh, ssDAF12 agonist, PG9 binder, NR1D1 modulator, GAA850 FXN act, hcDAF12 agonist, PLC-beta3 inh, DAX1 inh-1, hgDAF-12 ag, SMARCA2 act, DAX1 inh-2
Record of CS(=O)(=O)N1CCN(c2cccc(Cl)n2)CC1 → -0.1, -1.6, -1.9, 0.0, 1.3, -1.0, 3.4, -0.1, -0.9, 2.1, -0.3
Record of CN1CCN(S(=O)(=O)c2ccc(NC(=O)c3cccc(S(=O)(=O)N4CCCC4)c3)cc2)CC1 → 0.2, -1.6, -0.4, 3.7, -1.8, -1.9, 7.3, 0.0, -2.2, -1.5, 0.1

Pulled one by one from the list above:
canonical_smiles	sPLA2-III inh	ssDAF12 agonist	PG9 binder	NR1D1 modulator	GAA850 FXN act	hcDAF12 agonist	PLC-beta3 inh	DAX1 inh-1	hgDAF-12 ag	SMARCA2 act	DAX1 inh-2
CCSCCOC(=O)C1=C(C)N(C)C(=O)NC1c1ccc2c(c1)OCO2 (stereo not drawn)	0.8	0.0	-2.1	-0.6	1.6	0.7	-8.7	-0.1	1.2	0.0	0.2
CCOc1ccc(CCNC(=O)COn2nnc3ccc(S(=O)(=O)N4CCOCC4)cc32)cc1OCC	-4.7	-1.0	-0.5	6.5	0.5	0.6	-1.4	-0.6	-3.3	-0.8	-4.0
Cc1cc(S(=O)(=O)N2CCCCCC2)c(Cl)cc1Cl	1.7	-1.3	0.9	2.4	-0.4	-2.3	-1.2	-0.9	-1.2	-0.6	-0.2
CC(=O)Nc1ccc2c(c1)CCC2=O	4.4	-2.3	-0.5	5.3	-3.0	1.8	1.5	-1.2	2.6	-2.3	0.7
COC(=O)CSc1n[nH]c(-c2cccnc2)n1	-5.4	-1.5	0.8	0.8	2.8	3.4	3.7	-0.9	1.8	-2.7	-0.2
CC(Sc1nnc(-c2cccnc2)n1N)C(=O)N1CCOCC1 (stereo not drawn)	-7.1	-1.3	-1.5	0.6	0.1	-1.5	-1.2	-1.7	0.6	1.9	1.0
